S1P3 antagonist: blocks the human S1P3 receptor; CHO S1P3 NFAT-BLA reporter, FRET fluorescence, antagonist mode; Q99500; AID 485; hit rate 0.27% among 170,000; inhibition, % at 4.98 µM;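 active = inhibition above the plate cutoff, the mean inhibition of test wells on that plate plus 3 SD, cut at about 28% in these data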;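 also: cells challenged with S1P at its EC80 of 0.8 µM; blue over green emission ratio from cleaved BLA substrate after 4 h stimulation; 0% = S1P-stimulated wells and 100% = unstimulated DMSO-only wells; some compounds past the cut are filed as inactive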
PMI act: phosphomannose isomerase (human) activation; hit rate 0.005% among 190,000; P34949; activation factor at 20 µM; AID 1214; purified human PMI, coupled resazurin fluorescence, 20 min; hits give high values; 1 = vehicle control, 0 substrate-free wells;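 active = activation factor of 2 or more at 20 µM, relative to plate controls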
Target sequence (P34949 whole entry, looked up): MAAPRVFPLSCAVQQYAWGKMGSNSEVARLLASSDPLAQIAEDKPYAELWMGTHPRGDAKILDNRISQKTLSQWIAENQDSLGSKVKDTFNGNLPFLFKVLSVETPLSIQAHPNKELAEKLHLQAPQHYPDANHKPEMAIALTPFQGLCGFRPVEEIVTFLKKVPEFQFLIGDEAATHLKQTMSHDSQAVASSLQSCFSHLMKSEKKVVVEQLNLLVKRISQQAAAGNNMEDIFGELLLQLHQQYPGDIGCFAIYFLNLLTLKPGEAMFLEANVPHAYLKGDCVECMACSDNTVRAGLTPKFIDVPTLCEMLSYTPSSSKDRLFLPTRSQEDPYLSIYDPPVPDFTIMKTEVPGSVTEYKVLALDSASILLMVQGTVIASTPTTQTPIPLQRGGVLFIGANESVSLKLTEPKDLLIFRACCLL
PPARg SRC-1 ag: agonists of human PPARgamma SRC-1 coactivator recruitment; PPARgamma-SRC-1 coactivator recruitment biochemical assay; activation, % at 8 µM; hit rate 0.41% among 200,000; in the data active = activation above about 19%;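 also: 0% = DMSO and 100% = reference agonist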
Diaphorase inh: counter-screen for diaphorase-based assays: diaphorase inhibitors and chemical oxidizers; diaphorase resazurin-to-resorufin fluorescence, NADH, 16 min; bacterial (C. kluyveri) enzyme, not human; inhibition, % at 20 µM; hit rate 0.69% among 190,000; AID 1217;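 active = primary screen inhibition at 20 µM above a set limit, cut at about 50% in these data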;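 also: plate controls were DMSO with full reaction for no effect and wells lacking NADH for full effect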
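Test system: bacterial diaphorase enzyme (C. kluyveri); Quantity: 0.14 U/mL diaphorase, enzyme working solution; Times: reaction incubation of 16 min at room temperature; Measured by: fluorescence of resorufin formed from resazurin, Ex 544/Em 590 nm; Benchmarks: positive control minus NADH, DMSO neutral control.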
TR-FRET SRC-2 ct: counter-screen for PPARgamma SRC-2 recruitment agonists: TR-FRET artefact; hit rate 0.4% among 200,000; TR-FRET ratio at 8 µM; hits give high values; in the data active = TR-FRET ratio above about 2000; also: inactives centre near 1500
PMI act satM6P: PMI (human) activation, high substrate | coupled PMI enzyme assay, resazurin fluorescence, 20 min; hits give high values; 1 = untreated enzyme, 0 = substrate-free blank | AID 1216 | P34949 | hit rate 0.34% among 190,000 | activation factor at 20 µM;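 active = activation factor of 2 or more at 20 µM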
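Material: human phosphomannose isomerase with PGI, G6PDH, diaphorase coupling enzymes. Quantity: 15 ng/mL PMI. Medium: HEPES pH 7.4 buffer with MgCl2 and Tween-20. Reagent: Near-saturating mannose-6-phosphate, 1.0 mM. Compound: 20 µM single dose. Times: enzyme reaction with compound 20 min at room temperature. Detection: resorufin fluorescence at Ex 544/Em 590 nm.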
G6PDH CS: counter-screen for G6PDH assay hits: L. mesenteroides G6PDH inhibition; inhibition, % at 5 µM; Purified L. mesenteroides G6PDH, diaphorase/resazurin coupled fluorescence, 45 min; hit rate 0.12% among 200,000; in the data active = inhibition above about 50%
PPARg SRC-2 ag: agonists of SRC-2 recruitment by human PPARgamma; PPARgamma LBD-SRC-2 recruitment, biochemical; activation, % at 8 µM; hit rate 0.34% among 200,000; in the data active = activation above about 22%;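 also: 0% = vehicle and 100% = reference agonist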
Diaph act CS: counter-screen for diaphorase-based assays: diaphorase activators and chemical reducers; Diaphorase/resazurin coupled assay, resorufin fluorescence, 16 min; hits give high values; 1 = vehicle wells, 0 = NADH-free wells; activation factor at 20 µM; hit rate 0.005% among 190,000; AID 1229;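 active = diaphorase activity raised at least twofold by the compound at 20 µM; inactive = activation factor below 2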
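Material: bacterial diaphorase enzyme (C. kluyveri); amount: enzyme 0.07 U/mL final; reagent: NADH substrate 0.114 mM plus resazurin dye 0.1 mM, final; doses: single compound dose of 20 µM, 1% DMSO final; timing: 16 min enzyme reaction, ambient temperature; measured by: fluorescence of resorufin, 544 nm excitation, 590 nm emission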
ROMK primary: human ROMK K+ channel modulation, primary screen; P48048; Tet-inducible ROMK, thallium flux fluorescence; actives lie on both sides; B-score at 10 µM; hit rate 2% among 130,000;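 active = signal ratio slope over the read window, or its plate-corrected B-score, at least 3 SD from the plate mean, either direction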;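 also: B-score of the F/F0 ratio slope over 7 to 12 s after thallium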
Target sequence (P48048 whole entry, looked up): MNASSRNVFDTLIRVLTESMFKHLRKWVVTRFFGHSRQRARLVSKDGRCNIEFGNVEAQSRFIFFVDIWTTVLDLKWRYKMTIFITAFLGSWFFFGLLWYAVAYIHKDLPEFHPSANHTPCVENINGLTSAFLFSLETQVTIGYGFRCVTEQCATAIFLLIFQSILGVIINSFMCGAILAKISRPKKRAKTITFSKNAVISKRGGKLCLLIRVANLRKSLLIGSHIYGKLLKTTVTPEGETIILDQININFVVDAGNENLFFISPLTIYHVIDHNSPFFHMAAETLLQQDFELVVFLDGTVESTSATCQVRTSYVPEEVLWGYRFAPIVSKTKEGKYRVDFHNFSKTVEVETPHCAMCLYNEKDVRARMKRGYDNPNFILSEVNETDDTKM
PPARg SRC-3 ag: PPARgamma-driven SRC-3 recruitment agonism; activation, % at 8 µM; hit rate 0.26% among 200,000; biochemical PPARgamma/SRC-3 coactivator recruitment assay; in the data active = activation above about 23%;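 also: 0% = DMSO and 100% = reference agonist; some compounds past the cut are filed as inactive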
An asterisk follows results filed as active; / = no result given.

SMILES	S1P3 antagonist	PMI act	PPARg SRC-1 ag	Diaphorase inh	TR-FRET SRC-2 ct	PMI act satM6P	G6PDH CS	PPARg SRC-2 ag	Diaph act CS	ROMK primary	PPARg SRC-3 ag
Cc1cc(C)n2nc(SCC(=O)N(CC(C)C)c3c(N)n(CC(C)C)c(=O)[nH]c3=O)nc2n1	-18	1	-4	4	1654	1	3	4	1	0.35	3
Cc1nc2c(C(=O)NCCC3=CCCCC3)c[nH]n2c(=O)c1Cl	/	0.8	-3	54*	1505	0.9	-3	-2	0.5	/	-11
Cc1nnc2n(-c3ccccc3)c(=O)c3c4c(sc3n12)CC(C)CC4 (stereo not given)	/	0.9	6	27	1552	0.9	3	6	0.7	-0.31	8
C=CCNc1nc(NC(C)(C)CO)nc(OCC)n1	-13	1	5	-5	1825	1.1	3	5	1	1.8	1
CCCCC(CC)CNC(=O)C(Cc1ccccc1)NS(=O)(=O)c1ccc2c(c1)CCC(=O)N2 (stereo not given)	-22	1	1	18	1467	1	-3	-3	0.8	0.6	2
CC(=O)c1cccc(-n2nnnc2SCC(=O)NNC(=O)C(C)C)c1	0	1	2	0	1496	1.1	13	3	1	-0.76	8
COc1ccc(CN2CCN(Cc3cccn3-c3ncccn3)CC2CCO)c(C)c1C (stereo not given)	15	1	5	-25	1693	1.1	9	12	1.2	-3.5	3
COC(=O)c1c(C)oc2ccc(N(C(=O)c3ccncc3)S(=O)(=O)c3ccccc3)cc12	/	0.9	2	19	1649	1.1	5	6	0.8	/	4
COc1ccc(CNC(=O)COC(=O)C2=COCCO2)cc1	/	0.9	7	9	1480	1	1	3	0.9	/	-8
Cc1cc(Oc2ccc(Br)cc2)nc(SCC(=O)c2ccccc2)n1	-6	0.8	2	16	1499	0.9	-16	0	0.8	0.79	3
C=CCn1c(COc2ccc(CC)cc2)nnc1SCC(=O)NC1CCS(=O)(=O)C1 (stereo not given)	/	0.9	-4	19	1482	0.9	5	-7	0.8	/	1
O=C(c1cc(Br)ccc1Cl)N1CCCC1	-3	1.1	-4	12	1290	1.1	9	-8	0.9	0.053	-5
CC(C)N(C1=N/C(=C\c2ccco2)C(=O)N1c1ccccc1)C(C)C	/	1	3	23	1655	1.3	4	4	0.8	0.039	-2
Nc1nonc1C(=O)NCCNc1ncccc1[N+](=O)[O-]	-7	1	6	14	1572	1	-1	-2	0.9	-0.28	5
O=C(c1cc2ccccc2o1)N1CCN(S(=O)(=O)/C=C/c2ccccc2)CC1	2	1.1	2	-4	1634	1	4	0	1	/	3
CCn1c(CNC(=O)c2ccco2)nnc1SCC(=O)Nc1ccc(Br)cc1F	/	1.1	2	9	1477	1.1	0	5	0.9	-0.53	-8
CCOC(=O)N1CCN(C(=O)c2ccc3c(=O)n(CC4CCCO4)c(=S)[nH]c3c2)CC1 (stereo not given)	/	0.9	1	15	1538	0.9	1	1	0.8	/	0
CCn1cc(C(=O)Nc2cc3c(cc2NC(C)=O)OCCO3)c(=O)c2ccc(C)nc21	-11	/	5	/	1579	/	/	2	/	/	4
COc1ccc(C(=O)c2ccc(CC#N)s2)cc1	/	1	3	14	1515	1	-13	2	0.9	/	3
COc1ccc(C2=NN(c3nc(-c4ccccc4)c(CC(=O)O)s3)C(c3ccco3)C2)cc1 (stereo not given)	4	1.4	7	24	1644	1.5	0	1	0.8	1.6	14
CC(C)=CCN1CCN(Cc2cc(F)ccc2-n2nc(C)cc2C)CC1CCO (stereo not given)	-3	/	-1	/	1629	/	5	6	/	-0.026	0
O=C(CN1CCCCC1)Nc1cccc2c1OCO2	/	1	-1	9	1481	1.1	17	9	0.9	0.25	2
CCN1CCCC1CNC(=S)Nc1ccc(C(C)=O)cc1 (stereo not given)	-22	0.9	7	-8	1646	0.9	1	8	1.1	-0.05	2
Cc1ccc(-c2noc(CCC(=O)NCc3ccc4c(c3)OCO4)n2)cc1	20	1.1	2	15	1552	1	8	7	0.8	/	0
Cc1cccn2c(=O)c3cc(C(=O)NCC4CCCO4)c(=N)n(CCN4CCOCC4)c3nc12 (stereo not given)	/	1.1	6	0	1520	1	18	4	1	-0.92	-2
COc1cc(CCC(=O)OCC(=O)NC(=O)c2ccc(Cl)cc2)cc(OC)c1OC	-15	1.3	-4	-15	1329	1.2	3	-4	1.1	1.1	-5
COC(=O)c1cccc(NC(=O)CSc2nc(C)cc(=O)[nH]2)c1	/	1	0	6	1383	1	9	2	0.9	0.45	-12
CCCC1C(C#N)=C(N)Oc2cc(C)n(C)c(=O)c21 (stereo not given)	-3	1	-5	-4	1539	1.1	12	-7	1	-0.076	-3
CC(C)c1ccc2c(c1)[C@H]1OCC[C@H]1[C@@H](c1cccs1)N2	-6	0.9	-3	16	1699	0.8	16	3	0.8	0.38	-2
O=C(c1ccco1)N(Cc1cccc([N+](=O)[O-])c1)c1ccc(Br)cc1	1	0.8	-4	30	1456	0.8	20	3	0.7	-2.7	0
Cc1ccccc1N1C(=O)c2ccccc2NC1c1ccncc1 (stereo not given)	/	0.9	-2	10	1455	1	1	-2	0.9	2.5	6
O=C(Nc1ccc(S(=O)(=O)NCc2ccccc2)cc1)c1ccccc1[N+](=O)[O-]	14	1	6	19	1798	0.9	-2	4	0.8	/	5
CCOC(=O)c1ccc(Oc2nc(NC)nc(OC)n2)cc1	/	1	-1	8	1466	1	-6	7	0.9	-0.39	6
CN(C(=O)CCN1C(=O)C2C3C=CC(C3)C2C1=O)c1ccccc1 (stereo not given)	19	1	4	20	1705	0.9	7	9	0.8	-4.4e-06	3
COc1cccc(/C=N/NC(=O)CSc2nnc(C)n2-c2ccccc2)c1OC	/	1	4	11	1518	1	4	4	0.9	/	8
Cc1ccc(S(=O)(=O)Nc2ccc(O)c(Sc3ncn[nH]3)c2)cc1	15	0.8	9	20	1516	0.7	7	4	0.8	-0.66	2
NC(=O)COC(=O)CSc1cccc2cccc(Cl)c12	1	1.1	4	5	1662	1	14	5	1	0.11	2
Cc1ccc(S(=O)(=O)CCC(=O)Nc2ccc3c(c2)OCO3)cc1	-14	0.9	0	7	1649	0.9	3	5	0.9	-0.91	0
O=C(OCc1ccc(Cl)cc1)c1cccnc1Cl	-2	1	-2	13	1625	0.9	8	6	0.9	-0.33	6
Cc1c(/C(O)=C2/C(=O)C(=O)N(Cc3cccnc3)C2c2cccs2)cnn1-c1ccccc1 (stereo not given)	0	0.9	11	10	1612	1.1	21	9	0.9	/	10
O=C(Nc1ccc(Cl)cc1)N1CCc2ccccc2C1	14	0.9	10	18	1917	0.9	24	16	0.8	/	2
O=C(O)CCNc1cc2ccccc2cc1C(=O)O	6	0.4	-12	65*	1436	0.3	40	0	0.4	/	2
CCOc1ccc(CC(=O)Nc2nccs2)cc1OCC	-21	0.9	7	15	1700	0.9	0	5	0.9	/	-1
CCOC(=O)Cn1c2ccccc2c2nc3ccccc3nc21	-8	1	2	1	1443	1.2	4	-2	1	-0.45	-7
CCCOc1ccc(Cl)cc1CNc1ccccc1	-4	0.8	-1	18	1502	0.9	4	1	0.8	0.85	-4

The list goes on; it opens with the 2 that closed the last part.
SMILES	S1P3 antagonist	PMI act	PPARg SRC-1 ag	Diaphorase inh	TR-FRET SRC-2 ct	PMI act satM6P	G6PDH CS	PPARg SRC-2 ag	Diaph act CS	ROMK primary	PPARg SRC-3 ag
CCOC(=O)Cn1c2ccccc2c2nc3ccccc3nc21	-8	1	2	1	1443	1.2	4	-2	1	-0.45	-7
CCCOc1ccc(Cl)cc1CNc1ccccc1	-4	0.8	-1	18	1502	0.9	4	1	0.8	0.85	-4
Cc1ccc(C)c(N2CCN(C(=O)c3csc(C)c3C)CC2)c1	-37	0.8	-2	13	1429	0.9	8	5	0.9	/	1
Cc1onc(-c2ccccc2Cl)c1C(=O)Oc1cccc2cccnc12	-22	0.9	3	12	1551	0.6	22	-3	0.9	-0.34	7
O=C(Nc1cc(C(F)(F)F)ccc1N1CCOCC1)c1cncc(Br)c1	-5	1	-2	16	1401	1	4	-2	0.8	/	-6
COC(=O)c1ccccc1NC(=O)CSc1nnc(COc2cccc(OC)c2)n1C	-6	1	13	11	1558	1	-6	-7	0.9	/	-2
COc1cc(C(=O)N/N=C/c2ccsc2C)cc(OC)c1OC	/	1	-3	10	1432	1	-4	-2	0.9	/	6
COc1cc2ccccc2c2c1CCCC2=O	/	1	1	-2	1659	1	4	8	1	-0.34	9
O=C(NN1CCCCC1)c1cccc(COc2ccc(Cl)cc2)c1	-7	1	-4	14	1521	0.9	-8	-1	0.9	-0.36	4
Nc1nc(Nc2ccccc2)nc(NCc2ccco2)c1[N+](=O)[O-]	8	0.9	0	22	1587	0.9	-2	-4	0.8	-1.2	0
CCCCNC(=O)Cn1cnc2c(cnn2-c2ccc(C)c(C)c2)c1=O	0	0.9	2	12	1403	0.8	12	6	0.9	1	10
c1ccc(C2Nc3ccccc3Oc3ccccc32)cc1 (stereo not given)	/	0.9	-1	17	1494	0.9	0	12	0.8	-0.22	24
CCc1cc2c(=O)[nH]c(N3CCCC3)nc2s1	-7	0.9	4	9	1649	0.9	9	8	0.9	-0.3	2
O=C(Cn1ncc2c(=O)oc3ccccc3c21)N1CCCc2ccccc21	-8	1	-1	24	1621	1	2	0	0.8	-0.46	0
Cc1cc(C)c(S(=O)(=O)N2CCOCC2)cc1C	-14	1	-3	8	1703	0.9	3	-5	0.9	-0.4	4
CC(C)C(C(=O)Nc1ccc2c(c1)OCCO2)N1C(=O)c2ccccc2C1=O (stereo not given)	5	0.9	8	14	1480	0.9	-5	7	0.9	/	7
Cn1c(N)c(C(=O)COC(=O)c2ccccc2NCc2ccco2)c(=O)n(C)c1=O	7	1	-2	10	1507	1	1	7	0.9	0.27	1
COc1cc(-c2cc(N)n(S(=O)(=O)c3ccccc3)n2)cc(OC)c1OC	/	1	7	23	1512	1	4	10	0.8	/	10

In the list so far, 2 have two or more sulfur atoms:
SMILES	S1P3 antagonist	PMI act	PPARg SRC-1 ag	Diaphorase inh	TR-FRET SRC-2 ct	PMI act satM6P	G6PDH CS	PPARg SRC-2 ag	Diaph act CS	ROMK primary	PPARg SRC-3 ag
C=CCn1c(COc2ccc(CC)cc2)nnc1SCC(=O)NC1CCS(=O)(=O)C1 (stereo not given)	/	0.9	-4	19	1482	0.9	5	-7	0.8	/	1
Cc1ccc(S(=O)(=O)Nc2ccc(O)c(Sc3ncn[nH]3)c2)cc1	15	0.8	9	20	1516	0.7	7	4	0.8	-0.66	2
